Screening data deposited in PubChem by several laboratories.
ABHD5-PLIN5 inh = inhibitors of human ABHD5-perilipin-5 interaction; 360,000 tested, 0.78% active; AID 602281; Split G. princeps luciferase complementation, luminescence, 4 h; inhibition, % at 4 µM; Q00G26+Q8WTS1;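 active = inhibition above the mean inhibition across every tested compound plus 3 SD, cut at about 22% in these data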;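 also: 0% = DMSO only wells and the 100% control is not disclosed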
Exocytosis inh = blocks lytic granule exocytosis; 360,000 tested, 0.66% active; TALL-104 LAMP-1 surface exposure, flow cytometry; cells stimulated with thapsigargin and PMA; inhibition, % at 10 µM;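 active = inhibition above about 55%, limit read from the data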
HTR2A ag = agonists of mouse serotonin 5-HT2A receptor (HTR2A). P35363. CHO-K1 mHTR2A beta-arrestin complementation, luminescence; percent of 30 µM serotonin response. activation, % at 7.6 µM. 360,000 tested, 0.66% active. AID 624169;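 active = activation above a run cutoff, the mean activation of all tested compounds plus 3 SD, cut at about 14% in these data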;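 also: 0% = plate median of compound wells and 100% = 30 µM serotonin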
aDG glyco act = increases alpha dystroglycan glycosylation. Pro5-aDG cells, alpha-DG glycosylation AlphaScreen (IIH6); 0% Pro5, 100% B10-LARGE cell signal. activation, % at 10 µM. 360,000 tested, 0.22% active;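 active = activation of at least 8% versus controls, or a plate z-score of at least 8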;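 also: Pro5 are CHO cells carrying HIG-tagged alpha-DG that lacks glycosylation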
MC4R ag barr = agonists of human melanocortin 4 receptor (MC4R) beta-arrestin; P32245; U2OS MC4R beta-arrestin complementation, luminescence; percent of melanotan II response, DMSO zero; activation, % at 8.9 µM; 360,000 tested, 0.98% active; AID 540308;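 active = activation above a per-plate cutoff, the mean activation of sample wells on that plate plus 3 SD, cut at about 8% in these data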
Cardio protect = protects H9c2 cardiomyocytes from peroxide injury; 360,000 tested, 0.63% active; H2O2 injury protection, ATPLite, 2 h; protection from H2O2 cell death, % at 20 µM;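 active = compounds giving at least 50% protection of heart cells from peroxide-induced death in the single-dose screen, raw or plate-pattern-corrected value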;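 also: 0% = DMSO wells with peroxide and 100% = DMSO wells without peroxide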
N-glyco inh = N-linked glycosylation inhibition | D54 ERlucT glycosylation luciferase reporter, 24 h; percent of 100 nM tunicamycin response | reporter increase, % at 12.5 µM | 360,000 tested, 0.23% active;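 active = mean luciferase reporter signal, scaled so untreated is 0 and the glycosylation-blocking control 100, at or above a set limit in every replicate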;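 also: luciferase carries N-glycosylation sites so blocking glycosylation raises the light; 0% = median of neutral control wells and 100% = median of 100 nM tunicamycin wells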
ABCB6 inh MLPCN = blocks the human ABCB6 transporter; Q9NP58; K562-ABCB6 porphyrin accumulation, flow cytometry, 1 h; active compounds read low; fluorescence ratio to DMSO, % at 10 µM; 360,000 tested, 0.19% active;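 active = fluorescence ratio to DMSO below 75%, the collection mean minus 3 SD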;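 also: signal is porphyrin accumulated inside mitochondria; 100% equals median channel fluorescence of DMSO control wells; lower ratio means ABCB6 inhibition with less porphyrin fluorescence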
Target sequence (Q9NP58 whole entry, looked up): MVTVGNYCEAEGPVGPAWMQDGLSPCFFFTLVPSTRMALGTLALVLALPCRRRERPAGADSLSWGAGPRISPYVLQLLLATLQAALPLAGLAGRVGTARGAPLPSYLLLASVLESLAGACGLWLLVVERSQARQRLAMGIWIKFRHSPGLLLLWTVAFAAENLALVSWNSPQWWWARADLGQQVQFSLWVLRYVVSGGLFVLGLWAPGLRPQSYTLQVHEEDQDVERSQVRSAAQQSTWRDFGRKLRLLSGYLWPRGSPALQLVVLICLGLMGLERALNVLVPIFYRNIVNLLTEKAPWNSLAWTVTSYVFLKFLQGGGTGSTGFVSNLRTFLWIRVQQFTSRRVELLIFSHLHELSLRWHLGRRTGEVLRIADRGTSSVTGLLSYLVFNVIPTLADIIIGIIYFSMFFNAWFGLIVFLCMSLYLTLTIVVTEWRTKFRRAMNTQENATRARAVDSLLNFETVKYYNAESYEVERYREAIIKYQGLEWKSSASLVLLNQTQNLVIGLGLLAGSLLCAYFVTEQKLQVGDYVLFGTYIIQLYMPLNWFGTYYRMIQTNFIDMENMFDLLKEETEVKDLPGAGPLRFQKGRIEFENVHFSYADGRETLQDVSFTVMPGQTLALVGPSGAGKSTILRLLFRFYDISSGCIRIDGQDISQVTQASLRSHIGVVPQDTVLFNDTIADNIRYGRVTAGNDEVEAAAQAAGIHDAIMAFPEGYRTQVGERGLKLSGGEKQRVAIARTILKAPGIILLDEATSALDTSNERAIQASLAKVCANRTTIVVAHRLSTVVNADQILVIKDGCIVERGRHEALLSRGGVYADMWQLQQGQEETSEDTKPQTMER
MC4R antagonist = human MC4R antagonism in cAMP assay. 360,000 tested, 0.48% active. MC4R-expressing cells, MTII-stimulated cAMP, LANCE TR-FRET. AID 540295. inhibition, % at 6.5 µM;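 active = inhibition above its plate's cutoff, the mean of tested wells on that plate plus 3 SD, cut at about 29% in these data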;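 also: 0% = Melanotan II alone and 100% = Melanotan II plus saturating MCL0020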
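Material: human MC4R-expressing U2OS cells. Probe or stimulus: Melanotan II challenge. Dosing: 6.5 µM single dose. Times: 30-min compound, 1-h challenge, 1-h detection, room temperature. Technique: TR-FRET with Eu-cAMP and labeled anti-cAMP, 671 nm. Replication: singlicate.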
iPSC survival up = increases survival of single human iPS cells; hiPSC single-cell survival, ATPlite luminescence; 100% = ROCK inhibitor wells, 0% = DMSO; survival enhancement, % at 20 µM; 360,000 tested, 0.044% active; AID 602274; in the data active = survival enhancement above about 18%;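 also: cells exposed to compounds for 16 hours before the ATP read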
* marks the source's active call; other numbers are inactive results.

no.	SMILES	ABHD5-PLIN5 inh	Exocytosis inh	HTR2A ag	aDG glyco act	MC4R ag barr	Cardio protect	N-glyco inh	ABCB6 inh MLPCN	MC4R antagonist	iPSC survival up
1	CC(C)(C(=O)Nc1nccs1)c1ccccc1	-2	2	-4	0.0	-2.7	5	0	93	5	-0.4
2	CC1CCC(=C(C#N)c2nc(-c3cc4ccccc4oc3=O)cs2)CC1 (stereo not drawn)	-5	-1	-3	-0.4	-1.6	-14	-12	95	1	-5.4
3	COc1ccc(C2C(=O)N(CCc3ccccc3)CC(=O)N2C2CCCCC2)cc1 (stereo not drawn)	2	-1	-1	0.3	-1.1	12	0	97	8	-1.6
4	CCn1c(=O)c(C(=O)NNC(=O)c2ccccc2Br)c(O)c2ccccc21	-8	-8	5	-0.2	1.0	1	2	98	12	0.7
5	O=C(O)c1cccnc1SCc1cccc(Cl)c1	1	0	-1	0.0	-1.4	-5	1	95	0	-0.5
6	COC(=O)c1c(NC(=O)CN2C(=O)NC3(CCc4ccccc4C3)C2=O)sc2c1CCCCC2 (stereo not drawn)	-12	6	5	-0.3	-0.3	6	-7	92	0	-1.5
7	COC(=O)c1c(NC(=O)c2ccnn2C)sc(C)c1C	2	2	4	0.0	0.3	-6	3	100	3	-1.8
8	Cc1cccc(NC(=O)NCCN2CCN(c3ccccc3)CC2)c1C	10	15	-9	0.0	0.8	0	0	91	11	0.0
9	Cc1cccc(N(C(=O)Cn2nnc3ccccc32)C(C(=O)NC(C)(C)C)c2ccsc2)c1 (stereo not drawn)	7	-3	2	0.1	-1.1	12	-3	97	17	4.0
10	CCOC(=O)C(C)Sc1ncnc2c1nnn2-c1ccc(F)cc1 (stereo not drawn)	7	4	0	-0.2	-1.7	3	-2	99	15	3.5

Looked up by compound from the entries so far, 5 records:
no.	SMILES	ABHD5-PLIN5 inh	Exocytosis inh	HTR2A ag	aDG glyco act	MC4R ag barr	Cardio protect	N-glyco inh	ABCB6 inh MLPCN	MC4R antagonist	iPSC survival up
4	CCn1c(=O)c(C(=O)NNC(=O)c2ccccc2Br)c(O)c2ccccc21	-8	-8	5	-0.2	1.0	1	2	98	12	0.7
9	Cc1cccc(N(C(=O)Cn2nnc3ccccc32)C(C(=O)NC(C)(C)C)c2ccsc2)c1 (stereo not drawn)	7	-3	2	0.1	-1.1	12	-3	97	17	4.0
6	COC(=O)c1c(NC(=O)CN2C(=O)NC3(CCc4ccccc4C3)C2=O)sc2c1CCCCC2 (stereo not drawn)	-12	6	5	-0.3	-0.3	6	-7	92	0	-1.5
3	COc1ccc(C2C(=O)N(CCc3ccccc3)CC(=O)N2C2CCCCC2)cc1 (stereo not drawn)	2	-1	-1	0.3	-1.1	12	0	97	8	-1.6
5	O=C(O)c1cccnc1SCc1cccc(Cl)c1	1	0	-1	0.0	-1.4	-5	1	95	0	-0.5

More results
no.	SMILES	ABHD5-PLIN5 inh	Exocytosis inh	HTR2A ag	aDG glyco act	MC4R ag barr	Cardio protect	N-glyco inh	ABCB6 inh MLPCN	MC4R antagonist	iPSC survival up
11	CC1(C(=O)NCc2ccccn2)C=CCN1C(=O)c1ccccc1 (stereo not drawn)	8	2	-5	0.2	0.8	3	-1	97	8	-0.1
12	COc1ccccc1NC(=O)CCS(=O)(=O)c1ccccc1	-1	-1	1	0.0	-0.6	4	1	97	17	-0.2
13	CSc1ccccc1NC(=O)CN(C)C(=O)CNc1ccc(C(F)(F)F)cc1[N+](=O)[O-]	1	1	7	-0.2	-1.6	7	2	95	-6	-0.5
14	CCOC(=O)NC(=O)C(/C=N/c1sccc1C(=O)OC)=C(\C)O	4	0	1	-0.4	0.3	1	2	102	18	0.5
15	O=C(NCc1cccnc1)Nc1cccc(F)c1	-2	-6	0	-0.1	-0.3	0	0	100	1	-0.6
16	Cc1cc(C)cc(N(C(=O)CNC(=O)c2ccco2)C(C(=O)NC2CCCC2)c2cccnc2)c1 (stereo not drawn)	-7	3	-4	0.8	-2.0	2	4	96	-2	0.3
17	CCOc1ccc(OCC(=O)OC(C)C(=O)Nc2ccc(Cl)cn2)cc1 (stereo not drawn)	-2	-4	4	-0.1	2.4	-4	1	89	3	-0.1
18	CN(C)c1ccc(CNn2cnnc2SCC(=O)NC(C)(C)C)cc1	3	1	-4	-0.1	0.7	-4	4	93	17	0.1
19	Cc1cc(C)c2nc(SCC(=O)NNC(=O)c3ccco3)c(C)cc2c1	-1	-4	-3	-0.1	-0.7	5	-2	101	2	-0.3
20	Nc1ccc2c(c1)nnn2-c1ccccc1	-2	-5	2	0.2	-0.4	-8	1	98	8	-0.5

Arranged by value in N-glyco inh (rising): 5 of the compounds above.
cpd	SMILES	N-glyco inh
19	Cc1cc(C)c2nc(SCC(=O)NNC(=O)c3ccco3)c(C)cc2c1	-2
11	CC1(C(=O)NCc2ccccn2)C=CCN1C(=O)c1ccccc1 (stereo not drawn)	-1
17	CCOc1ccc(OCC(=O)OC(C)C(=O)Nc2ccc(Cl)cn2)cc1 (stereo not drawn)	1
13	CSc1ccccc1NC(=O)CN(C)C(=O)CNc1ccc(C(F)(F)F)cc1[N+](=O)[O-]	2
18	CN(C)c1ccc(CNn2cnnc2SCC(=O)NC(C)(C)C)cc1	4

Next compounds:
no.	SMILES	ABHD5-PLIN5 inh	Exocytosis inh	HTR2A ag	aDG glyco act	MC4R ag barr	Cardio protect	N-glyco inh	ABCB6 inh MLPCN	MC4R antagonist	iPSC survival up
21	O=C(NCc1ccco1)c1cccc(NC(=O)c2ccco2)c1	6	-2	0	0.1	0.4	6	1	91	-2	-1.9
22	CCOC(=O)c1c(C)[nH]c(C)c1S(=O)(=O)NCCN1CCN(c2ccccc2F)CC1	-4	0	-11	0.0	0.0	2	1	92	10	0.7
23	CC(C)CC(=O)Nc1cccc(-c2cn3ccsc3n2)c1	5	-1	6	-0.1	-1.8	5	0	102	-6	-2.4
24	O=C(CN1CCCC1)N/N=C/c1c(O)ccc2ccccc12	-5	1	-12	0.6	-1.4	49	-3	95	-9	-0.6
25	Cc1nnc(SCc2ccon2)n1-c1ccccc1	-1	-2	-2	-0.2	-0.3	2	1	102	5	-0.8
26	COc1cccc(/C=C/C(=O)Nc2ccc3c(c2)OCCO3)c1	2	7	-7	0.5	-1.8	-22	-13	96	5	-4.4
27	COc1ccc(C(=O)N/C(=C\c2cn(S(=O)(=O)N(C)C)c3ccccc23)C(=O)N2CCOCC2)cc1	5	1	2	-0.2	-0.8	4	5	96	-3	0.4
28	CCN1C(=O)C2(C(C#N)=C(N)Oc3n[nH]c(-c4ccccc4)c32)c2ccccc21 (stereo not drawn)	5	1	-1	0.1	-2.8	4	0	99	1	-0.4
29	Cc1cc(N2C(=O)C(=O)/C(=C(/O)c3ccccc3)C2c2cccs2)no1 (stereo not drawn)	-1	1	1	-0.3	-0.1	2	2	90	-7	-0.9
30	O=C(CN1CCN(c2ccccc2)CC1)Nc1ccc2c(c1)OCCO2	5	0	14	0.0	0.2	7	1	100	-1	-1.0
31	CCC(C)[C@H]1CNCCN1CCc1cccc2ccccc12 (stereo partly drawn)	3	11	2	0.2	1.0	4	-2	91	-1	-4.2
32	CCCC1C(C(=O)OCC)=C(C)NC(C)=C1C(=O)OCC	-4	1	1	-0.2	1.1	-11	1	94	-2	-1.3
33	Cc1c(NC(=S)NC(=O)c2ccccc2Br)c(=O)n(-c2ccccc2)n1C	5	-5	4	-0.1	-1.2	5	1	95	5	-0.3
34	Cc1cc(NC(=O)CCCC(=O)N(CC(=O)NCCc2ccccc2)Cc2ccc(F)cc2)no1	-7	3	-6	-0.1	-1.7	-1	4	96	10	0.4
35	CS/C(=C\[N+](=O)[O-])Nc1ccccc1	6	-3	2	-0.4	1.2	16	0	98	2	-2.0
36	O=C(Nc1ccc(NC(=O)c2cccs2)c(Cl)c1)c1ccco1	-9	-1	2	0.0	-0.8	8	-7	89	-7	0.1
37	O=c1ccsn1Cc1ccccc1	82*	95*	3	-0.6	2.7	-36	4	107	-19	-2.6
38	O=C(CSc1nc2c([nH]c3ccccc32)c(=O)n1-c1cccc(Cl)c1)N1CCOCC1	-1	-1	-4	0.0	0.9	23	-3	100	3	-1.3
39	COc1ccc(C2CC(c3ccc4ccccc4c3OC(C)=O)=NN2C(C)=O)cc1 (stereo not drawn)	7	-2	1	0.4	1.2	-8	1	95	7	-0.3
40	C=CCNC(=O)N1CCCC(C(=O)c2cccc(Cl)c2)C1 (stereo not drawn)	3	0	0	-0.2	-1.6	1	-1	91	13	-0.7
41	Cc1noc(/C=C/N(C)C)c1S(=O)(=O)N1CCc2ccccc21	-1	-2	-4	-0.1	-0.1	1	2	96	6	-0.9
42	CCC(C)[C@H](NC(=O)CCn1nnc2ccccc2c1=O)C(=O)O (stereo partly drawn)	-3	-2	0	0.1	-2.1	8	0	96	-4	0.8
43	Cc1ccc(CNS(=O)(=O)c2c(C)nc3scc(C)n3c2=O)cc1	2	0	-2	0.2	-1.5	4	-1	96	1	-0.4
44	CCCc1n[nH]c(=O)c2c1nnn2Cc1ccccc1	2	1	-5	0.0	0.3	-2	-2	98	2	-0.4
